Assay outcomes deposited in PubChem by National Center for Advancing Translational Sciences (NCATS).
MBNL1-CUG inh: qHTS Assay for Inhibitors of MBNL1-poly(CUG) RNA binding. Muscleblind-like protein 1 (Homo sapiens), Q9NR56. TR-FRET MBNL1-His/biotin-(CUG)12 binding, 665/545 ratio. Potency, µM (doses to about 57.5 µM), for inactives: at the highest dose activity change, negative = inhibition, actives largely listed as inhibitors. 0.036% of 280,000 active. AID 2675, 2010; active means well fitted inhibition curve with a large enough effect in the signal ratio, with a control signal flat, not every such curve was filed as active; inconclusive means small, poorly fitted or top-dose-only effect, or effect the other way, or a change in a side signal; inactive means no such curve, though single readings can be large or run the other way; the % refers to the signal ratio; further: potency means the concentration at half of the fitted maximal effect; on the % scale 0 is the no-effect control and ±100 the full control effect
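Inhibition of protein-RNA binding appears as loss of TR-FRET between terbium anti-His antibody on MBNL1-His and streptavidin-XL665 on biotin-(CUG)12. Activity is normalized to buffer-only and uninhibited-complex controls.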
TSHR antag: Antagonists of the Thyroid Stimulating Hormone Receptor: HTS campaign; Thyrotropin receptor (Homo sapiens), P16473; TSHR-expressing cells, TSH-stimulated cAMP HTRF, 2 h; hits give low values; activity change, negative = inhibition, % at 11.5 µM; 0.2% of 330,000 active;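 active means activity change below a set negative limit, meaning inhibition stronger than a set level, cut at about -70% in these data; inconclusive means activity change between two set negative limits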; further: on the % scale 0 is the no-effect control and ±100 the full control effect
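TSHR-expressing cells, 200/well, pre-treated with compound, then stimulated with EC80 TSH (4nM final) for 2 hours at 37 deg C. cAMP measured by competitive HTRF: anti-cAMP cryptate antibody in lysis buffer plus cAMP-d2, read after 30 minutes at room temperature.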
USP2a inh: qHTS Assay for Inhibitors of Ubiquitin-specific Protease USP2a Using CHOP2 as the Reporter. Ubiquitin carboxyl-terminal hydrolase 2 (Homo sapiens), O75604. 0.01% of 330,000 active. AID 463254, 2010. Potency, µM (series often up to 38.3 µM), for inactives: top-dose activity change, negative = inhibition, usual class: inhibitors. USP2 core, Ub-CHOP2 coupled fluorogenic reporter, 485/531;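 further: potency means the concentration at half of the fitted maximal effect; plate controls were DMSO wells for no effect and full inhibition by NEM control for full effect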
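Cell-free coupled assay: 10nM USP2 core preincubated 30min RT with compound in Tris-HCl pH 8.0/CaCl2/CHAPS buffer, then 25nM Ub-CHOP2 and 25nM reporter substrate; fluorescence (Ex 485/Em 531) read after 60min RT, normalized to NEM inhibition, concentration-response curves fitted.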
Menin MLL FP TR: qHTS Assay for Inhibitors Targeting the Menin-MLL Interaction in MLL Related Leukemias: Competition With Texas Red Labeled MLL-derived Mutant Peptide | O00255 | Menin + Texas Red MLL mutant peptide, fluorescence polarization | Potency, µM (series often up to 61.6 µM), inactives show at the highest dose FP activity change, negative = inhibition, usual class: inhibitors | 0.23% of 270,000 active | AID 1768, 2009; active means well fitted inhibition curve with a large enough effect in the polarisation, with a control signal flat, not every such curve was filed as active; inconclusive means small, poorly fitted or top-dose-only effect, or effect the other way, or a change in a side signal; inactive means no such curve, though single readings can be large or run the other way; the % refers to the polarisation; further: potency means the concentration at half of the fitted maximal effect; % of control where 0% means no effect; many of its hits are not listed in these tables
Target sequence (O00255 whole entry, looked up): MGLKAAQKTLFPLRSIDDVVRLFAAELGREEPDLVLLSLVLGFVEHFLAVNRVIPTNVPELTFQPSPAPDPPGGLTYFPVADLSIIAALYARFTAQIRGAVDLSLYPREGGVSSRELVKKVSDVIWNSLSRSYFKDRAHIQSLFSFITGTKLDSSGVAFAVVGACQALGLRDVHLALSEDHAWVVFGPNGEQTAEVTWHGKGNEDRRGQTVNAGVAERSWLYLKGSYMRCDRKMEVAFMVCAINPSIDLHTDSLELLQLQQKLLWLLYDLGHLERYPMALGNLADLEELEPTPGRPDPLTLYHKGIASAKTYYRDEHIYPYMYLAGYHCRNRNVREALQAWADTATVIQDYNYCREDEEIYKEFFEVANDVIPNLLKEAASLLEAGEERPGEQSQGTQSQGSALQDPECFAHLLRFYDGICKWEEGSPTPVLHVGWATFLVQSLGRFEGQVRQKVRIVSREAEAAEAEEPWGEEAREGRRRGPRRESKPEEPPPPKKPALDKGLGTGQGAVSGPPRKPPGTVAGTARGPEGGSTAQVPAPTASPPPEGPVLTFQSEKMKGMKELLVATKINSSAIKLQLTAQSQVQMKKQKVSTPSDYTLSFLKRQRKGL
Eya2 inh: qHTS Assay for Inhibitors of the Phosphatase Activity of Eya2. recombinant Eya2, OMFP fluorescence dephosphorylation (OMFP is methylfluorescein phosphate). 0.006% of 330,000 active. Protein phosphatase EYA2 (Homo sapiens), O00167. Potency, µM (titrated, usually from 76.9 µM), for the others: at the top dose activity, negative = inhibition, most hits filed as inhibitors; further: potency means the concentration at half of the fitted maximal effect; on the % scale 0 is the no-effect control and ±100 the full control effect
Target sequence (O00167 whole entry, looked up): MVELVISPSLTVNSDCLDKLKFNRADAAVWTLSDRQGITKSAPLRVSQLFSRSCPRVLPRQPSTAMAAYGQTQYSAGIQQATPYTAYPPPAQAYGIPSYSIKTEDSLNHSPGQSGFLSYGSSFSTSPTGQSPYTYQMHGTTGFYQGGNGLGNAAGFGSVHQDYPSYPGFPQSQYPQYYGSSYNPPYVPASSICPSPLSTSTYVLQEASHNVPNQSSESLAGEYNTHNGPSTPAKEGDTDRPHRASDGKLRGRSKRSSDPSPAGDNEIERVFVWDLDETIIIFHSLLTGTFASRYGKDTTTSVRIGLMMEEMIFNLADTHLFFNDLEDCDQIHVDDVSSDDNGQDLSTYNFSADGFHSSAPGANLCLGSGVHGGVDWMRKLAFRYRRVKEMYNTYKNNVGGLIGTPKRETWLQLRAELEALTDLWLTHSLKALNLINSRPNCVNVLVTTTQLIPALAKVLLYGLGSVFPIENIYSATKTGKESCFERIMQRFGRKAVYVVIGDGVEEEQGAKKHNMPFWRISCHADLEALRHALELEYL
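Eya2 (0.2 uM) preincubated 10 min at ambient with compound, then OMFP substrate added at 50 uM; 10 min reaction in 50 mM HEPES pH 7.5, 50 mM NaCl, 5 uM MgCl2, 0.05% BSA, 1 mM DTT. Fluorescence read at Ex 485/Em 525 nm.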
Mito fusion act: qHTS Assay for Small Molecule Inhibitors of Mitochondrial Division or Activators of Mitochondrial Fusion; S. cerevisiae fusion-defective mutant growth rescue, CellTiterGlo 48 h; Potency, µM (top dose mostly 46.1 µM), for inactives: at the top dose growth rescue (activation), most hits filed as activators; 0.23% of 320,000 active; AID 485298, 2010;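 further: potency means the concentration at half of the fitted maximal effect; % of control where 0% means no effect; nearly all actives have a fitted effect of over 45% in size; temperature-sensitive fusion mutants such as fzo1-1 at 37 °C on non-fermentable ethanol glycerol medium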
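Yeast fusion mutant, YPEG (non-fermentable carbon), compound, 48 h at 37C non-permissive; CellTiterGlo added, 10 min RT, luminescence read. Rescued growth = division inhibition.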
S-ASM inh: Inhibitors of Secretory Acid Sphingomyelinase (S-ASM): qHTS; Sphingomyelin phosphodiesterase (Homo sapiens), P17405; placental ASM, HMU-PC fluorogenic substrate, 60 min; Potency, µM (titrated, usually from 57.5 µM), for inactives: at the highest dose activity change, negative = inhibition, actives largely listed as inhibitors; 0.006% of 340,000 active; further: potency means the concentration at half of the fitted maximal effect
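Fluorogenic HMU-PC substrate (9 uM final) is turned over by placental ASM in 60 min at 37 C after a 10 min compound preincubation. Reaction ended by alkaline stop (pH 10), with fluorescence read at 386/447 nm.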
hERG WT inh: qHTS for Inhibitors of KCHN2 3.1: Wildtype qHTS; U2OS, BacMam KCNH2, thallium flux FluxOr; hits give low values; activity change, % at 1.84 µM; 0.37% of 340,000 active;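 active means maximum activity change below -70%; inconclusive means maximum activity change between -70% and -50%; inactive means maximum activity change above -50%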; further: on the % scale 0 is the no-effect control and ±100 the full control effect
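U2OS cells were transduced with wild-type KCNH2 virus (2.03 x 10^8 / mL) for 4 h at room temperature, then cultured overnight at 37 C. Thallium flux was read with FluxOr dye. Rate constants were normalized to DMSO controls.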
PKM2 activator: qHTS Assay for Activators of Human Muscle isoform 2 Pyruvate Kinase; Pyruvate kinase PKM (Homo sapiens), P14618; purified PKM2, Kinase-Glo ATP luminescence, activation; response scale: 0% is enzyme alone, no compound; 0.34% of 260,000 active; Potency, µM (series often up to 57.5 µM), for the others: at the highest dose activation, most hits filed as activators; further: potency means the concentration at half of the fitted maximal effect; on the % scale 0 is the no-effect control and ±100 the full control effect; nearly all actives have a fitted effect of over 55% in size
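Kinase-Glo luminescence reports ATP generated from ADP (0.1 mM) and PEP (0.5 mM) by purified hPK-M2 after 1 h at room temperature, pH 7.2 imidazole buffer; intermediate enzyme activity allows detecting inhibitors and activators.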
GALK inhibitor: qHTS Assay for Inhibitors of Human Galactokinase (GALK) | P51570 | Purified GALK, Kinase-Glo residual ATP luminescence | Potency, µM (top dose mostly 57.5 µM), for inactives: at the highest dose activity change, negative = inhibition, usual class: inhibitors | 0.007% of 270,000 active | AID 1868, 2009; further: potency means the concentration at half of the fitted maximal effect; on the % scale 0 is the no-effect control and ±100 the full control effect
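Compounds were pin-transferred into ATP buffer (35 uM final), then GALK plus galactose (5 nM, 100 uM final) was added. After 1 h at room temperature, Kinase-Glo Plus was added and luminescence read after 10 min.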
Chronic BCR inh: qHTS Assay to Find Inhibitors of Chronic Active B-Cell Receptor Signaling; AID 493014, 2011; 0.05% of 340,000 active; Potency, µM (highest dose often 46.1 µM), for inactives: at the top dose ratio change, negative = lower green/red ratio, hits mostly inhibitors; ABC-DLBCL IkBa-CBG/CBR reporter, luminescence ratio, 4 h; active means well fitted inhibition curve with a large enough effect in the signal ratio, with a control signal flat, not every such curve was filed as active; inconclusive means small, poorly fitted or top-dose-only effect, or effect the other way, or a change in a side signal; the % refers to the signal ratio;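 further: potency means the concentration at half of the fitted maximal effect; plate controls were basal doxycycline-induced cells for no effect and cells given 10 µM MG132 for full effect; MG132 reads +100%, hits lower the ratio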
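Cell line TMD8 (human ABC DLBCL), stably expressing tet-inducible CBG68-IkBa fusion and CBR; IMDM/0.5% FBS; cpd up to 46 uM; dox induction, 4 h, 37C/5% CO2; dual luminescence; green/red ratio; MG132 control.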
Numbers without * were called inactive; i = inactive; u = inconclusive; x = no result given. Unless noted, the call rests on the fitted dose curve; in most records, active means well fitted curve in the direction sought with a large enough effect; inconclusive means small, poorly fitted or top-dose-only effect, or another doubt; inactive means no such curve, though single readings can be large; an effect the other way counts as inactive or inconclusive. This is a subset; the hit share may differ from the screen's.

SMILES	MBNL1-CUG inh	TSHR antag	USP2a inh	Menin MLL FP TR	Eya2 inh	Mito fusion act	S-ASM inh	hERG WT inh	PKM2 activator	GALK inhibitor	Chronic BCR inh
Cc1cc2ncn(-c3ncnc4sc(C)c(C)c34)c2cc1C	-14%	-8	3%	-11%	-7%	3%	-1%	11	1%	5%	-2%
O=C(/C=C/c1ccccc1)NC(=S)Nc1ccccc1C(=O)NC1CCCCC1	-1%	10	-1%	x	-5%	-3%	0%	11	-2%	-1%	-3%
COc1cc(/C=C2\SC(=O)N(CC(=O)Nc3ccccc3F)C2=O)cc(Cl)c1O	3%	-25	2%	u	28%	-1%	-3%	-8	-1%	-5%	u
CNC(=O)c1c(NC(=O)c2cccc(N3C(=O)CCC3=O)c2)sc2c1CCC2	u	29	1%	x	5%	-4%	3%	0	-17%	-3%	-15%
Cc1ccc(CSc2nnc(-c3ccco3)n2N)cc1	2%	-1	0%	8%	0%	1%	-4%	12	-2%	-3%	11%
CCN(CC(=O)Nc1ccccc1C(F)(F)F)C(=O)Cc1ccccc1	-4%	9	0%	3%	9%	8%	5%	4	-5%	1%	1%
CC1=C(C(=O)OC(C)C)C(c2ccc(Br)s2)NC(=O)N1C (stereo not drawn)	4%	-18	2%	-17%	4%	18%	2%	1	0%	0%	-3%
CC(C)(C)n1nc2c(c1NC(=O)c1ccc(F)c(F)c1)CS(=O)(=O)C2	-7%	-10	0%	x	-11%	0%	2%	34	0%	-4%	0%
CCOC(=O)c1ccc2c(c1)nc(COc1ccccc1C#N)n2CC	-2%	22	1%	8%	2%	1%	x	x	0%	0%	u
O=C(COC(=O)c1ccc(Cl)cc1[N+](=O)[O-])NNC(=O)c1cccs1	x	-8	0%	x	-18%	4%	-1%	5	x	x	2%
CC(C)(C)NC(=O)COC(=O)c1ccccc1Nc1ccc(SC(F)F)cc1	-3%	-28	-7%	-3%	-5%	21%	-5%	-29	9%	-2%	u
CN(Cc1ccccc1)C(=O)COc1ccc(N(C)S(=O)(=O)c2ccc(F)cc2)cc1	-4%	-4	1%	x	-13%	2%	-21%	4	-12%	4%	u

Compound profiles, from the list above. Order of values: MBNL1-CUG inh, TSHR antag, USP2a inh, Menin MLL FP TR, Eya2 inh, Mito fusion act, S-ASM inh, hERG WT inh, PKM2 activator, GALK inhibitor, Chronic BCR inh
`CN(Cc1ccccc1)C(=O)COc1ccc(N(C)S(=O)(=O)c2ccc(F)cc2)cc1` as listed: -4%, -4, 1%, x, -13%, 2%, -21%, 4, -12%, 4%, u
`Cc1cc2ncn(-c3ncnc4sc(C)c(C)c34)c2cc1C` as listed: -14%, -8, 3%, -11%, -7%, 3%, -1%, 11, 1%, 5%, -2%
`Cc1ccc(CSc2nnc(-c3ccco3)n2N)cc1` as listed: 2%, -1, 0%, 8%, 0%, 1%, -4%, 12, -2%, -3%, 11%
`CC1=C(C(=O)OC(C)C)C(c2ccc(Br)s2)NC(=O)N1C` (stereo not drawn) as listed: 4%, -18, 2%, -17%, 4%, 18%, 2%, 1, 0%, 0%, -3%
`CNC(=O)c1c(NC(=O)c2cccc(N3C(=O)CCC3=O)c2)sc2c1CCC2` as listed: u, 29, 1%, x, 5%, -4%, 3%, 0, -17%, -3%, -15%

(further entries)
SMILES	MBNL1-CUG inh	TSHR antag	USP2a inh	Menin MLL FP TR	Eya2 inh	Mito fusion act	S-ASM inh	hERG WT inh	PKM2 activator	GALK inhibitor	Chronic BCR inh
COC(=O)c1ccc(OC)c(CSc2nnc(-c3ccc(C(C)(C)C)cc3)o2)c1	15%	-7	0%	-4%	-7%	-2%	-4%	-5	3%	3%	0%
C=C(C)COc1ccc(-c2[nH]ncc2Oc2cccc(OC)c2)c(O)c1	8%	14	-12%	u	1%	2%	-8%	9	-5%	-5%	u
N#Cc1ccc(COC(=O)CC(NC(N)=O)c2ccc(Cl)cc2)cc1 (stereo not drawn)	1%	0	0%	x	7%	4%	-1%	-2	x	-2%	0%
O=S(=O)(/N=C(/Nc1cccc2ccccc12)c1ccc(F)cc1)c1ccccc1	-1%	0	7%	-5%	-13%	0%	-3%	1	x	0%	-15%
CN1CCc2c(sc(NC(=O)c3ccc4ccccc4c3)c2C(N)=O)C1	u	-5	0%	x	-2%	1%	x	x	-6%	-2%	u
COCCNC(=O)/C(C#N)=C/c1c(N2CCN(C)CC2)nc2c(C)cccn2c1=O	u	-2	2%	15%	-15%	1%	i	4	x	0%	7%
CC(C)(C)OC(=O)N1CCC(c2c(C(=O)O)cnn2-c2ccccc2)CC1	9%	-6	3%	-14%	-19%	-12%	-1%	-2	2%	1%	14%
COc1ccc(CCNC(=O)c2cccc(NC(=O)CC3SC(N4CCCCC4)=NC3=O)c2)cc1OC (stereo not drawn)	-2%	-1	0%	-5%	3%	2%	1%	-5	-3%	-1%	u
COc1ccccc1-n1c(CNC(=O)c2ccc(S(=O)(=O)N3CCCCC3)cc2)n[nH]c1=S	-5%	6	2%	x	-3%	1%	7%	-1	-20%	6%	-18%
COc1ccc(OCCN2CCOCC2)cc1	0%	2	1%	0%	-5%	6%	1%	-19	-8%	5%	2%
O=C(NCc1ccc2[nH]c3c(c2c1)CCCC3)c1ccc(S(=O)(=O)N2CCOCC2)cc1	20%	-3	0%	10%	-26%	0%	-8%	-6	1%	x	-9%
COc1ccccc1CNC(=S)Nc1ccc(F)cc1	-6%	3	0%	-7%	7%	-17%	2%	-2	0%	-5%	1%
c1ccc(Sc2ncnc3c2oc2ccccc23)cc1	-9%	-7	-4%	8%	-20%	0%	-3%	1	-3%	-1%	-2%
Cn1ncc(C(=O)N=S(C)(=O)c2ccccc2)c1[N+](=O)[O-] (stereo not drawn)	x	-4	0%	x	-16%	1%	-1%	-9	2%	5%	u
O=C(NCCCN1CCOCC1)c1ccc(CNS(=O)(=O)c2ccc(F)cc2)cc1	-7%	6	1%	-13%	1%	7%	0%	1	-1%	-1%	4%
COc1ccccc1CNC(=O)C1CC(=O)N(c2ccc(C)c(C)c2)C1 (stereo not drawn)	5%	4	3%	-8%	-2%	1%	-4%	2	6%	-1%	2%
O=C(c1ccco1)N1CCCC(c2ccccc2)C1 (stereo not drawn)	11%	-5	1%	-11%	1%	0%	3%	-6	-5%	-1%	5%
Cc1ccc(S(=O)(=O)Nc2cc3c(cc2C#N)OCO3)cc1C(N)=O	-2%	-11	-6%	21%	2%	-1%	-1%	9	x	0%	-3%
Cc1nnc(C)n1N1C(=O)c2cccc3cccc(c23)C1=O	9%	2	2%	21%	0%	1%	7%	0	-5%	-1%	-9%
C/C(CCC(C)C)=N\NC(=S)NCc1ccccc1	3%	-9	1%	0%	3%	1%	-1%	5	4%	-1%	u
Cc1cc([N+](=O)[O-])cc([N+](=O)[O-])c1NCC(C)C	u	14	0%	12%	-1%	2%	-15%	-8	-2%	6%	-7%
O=C1Nc2c(c(=O)[nH]c(=O)n2-c2ccc(F)cc2)C1(NS(=O)(=O)c1ccccc1)C(F)(F)F (stereo not drawn)	5%	8	-3%	x	-2%	-4%	8%	-3	-23%	x	-1%
